Screening results (PubChem)
SENP1 FRET inh: blocks the human SENP1 SUMO protease catalytic domain | Q9P0U3 | recombinant SENP1 catalytic domain, CyPet-SUMO1-YPet FRET cleavage | inhibition, % at 10 µM | 360,000 tested, 0.21% active;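 active = inhibition at least 30% at 10 µM, raw YFP signal under a set limit, fluorescence ratio 0.5 to 1.5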;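 note: 0% = enzyme with DMSO and 100% = no enzyme wells; some results filed as inactive read as strong as hits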
Target sequence (Q9P0U3 419-644 limits assumed): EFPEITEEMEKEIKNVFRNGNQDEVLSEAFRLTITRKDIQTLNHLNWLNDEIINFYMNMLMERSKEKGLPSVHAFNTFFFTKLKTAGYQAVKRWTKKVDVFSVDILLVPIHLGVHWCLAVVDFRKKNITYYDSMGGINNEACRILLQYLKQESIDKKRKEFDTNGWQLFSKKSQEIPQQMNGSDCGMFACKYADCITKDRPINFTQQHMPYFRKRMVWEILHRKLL
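Material – human SENP1 catalytic domain · Input – SENP1 enzyme, 20 pM final · Compound dosing – single concentration of 10 µM compound, 0.5% DMSO final · Timing – enzyme reaction for 50 min at room temperature, dark · Measured by – FRET fluorescence in CFP and YFP emission channels · Control set – no-enzyme wells low, DMSO-plus-enzyme wells high control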
SENP8 block-1: inhibitors of human SENP8 protease | Q96LD8 | recombinant SENP8, Nedd8 substrate fluorescence | inhibition, % at 20 µM | 360,000 tested, 0.64% active | AID 602440; in the data active = inhibition mostly above about 40%, no sharp cut-off; inactive = mostly below about 27%
Target sequence (Q96LD8 whole entry, looked up): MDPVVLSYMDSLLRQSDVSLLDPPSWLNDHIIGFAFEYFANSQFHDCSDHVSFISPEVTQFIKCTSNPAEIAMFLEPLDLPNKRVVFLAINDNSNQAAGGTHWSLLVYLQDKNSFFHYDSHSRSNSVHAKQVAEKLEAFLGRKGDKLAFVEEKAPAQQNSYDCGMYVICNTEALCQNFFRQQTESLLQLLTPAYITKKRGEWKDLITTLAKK
Apaf1 inhib: blocks human Apaf-1 apoptosome activity. AID 489030. 330,000 tested, 0.71% active. inhibition, % at 20 µM. O14727. reconstituted apoptosome caspase-3 activity, DEVD-Rh110 fluorescence; active = inhibition of at least 40% at 20 µM;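 note: plate controls were DMSO wells for no effect and DEVD-CHO caspase inhibitor wells for full effect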
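Material: cell-free apoptosome with Apaf-1, procaspase-3 and caspase-9; Buffer or medium: Hepes pH 7.5 with detergent and BSA; Reagent: cytochrome c trigger plus (Z-DEVD)2-Rh110 caspase-3 substrate; Times: compound with Apaf-1, dATP, procaspase-3 30 min, then 50 min reaction, room temperature; Technique: Rh110 fluorescence intensity.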
SENP8 block-2: inhibitors of human SENP8 protease; AID 2540; inhibition, % at 10 µM; Q96LD8; 330,000 tested, 1.2% active; purified SENP8, Z-RLRGG-aminoluciferin cleavage, luminescence; in the data active = inhibition above about 50%
UBC13 polyUb: blocks human UBC13 polyubiquitin chain formation | P61088 | TR-FRET | inhibition, % at 20 µM | 330,000 tested, 0.47% active | AID 485273; in the data active = inhibition above about 45%, passing the limit was not always enough; inconclusive = no clear call, values can overlap the other calls
Target sequence (P61088 whole entry, looked up): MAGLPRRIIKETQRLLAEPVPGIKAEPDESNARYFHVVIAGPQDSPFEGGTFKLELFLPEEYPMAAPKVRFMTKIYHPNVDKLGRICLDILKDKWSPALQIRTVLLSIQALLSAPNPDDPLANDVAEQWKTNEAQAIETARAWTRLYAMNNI
SENP7 block: blocks the human protease SENP7. AID 434973. recombinant SENP7, Z-RLRGG-aminoluciferin luminescence, 40 min. inhibition, % at 5 µM. 330,000 tested, 1.5% active. Q9BQF6;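 active = inhibition above about 50% at the single test dose, limit read from the data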;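 note: plate controls were DMSO with enzyme for no effect and no enzyme buffer wells for full effect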
SENP6 inh: SENP6 protease inhibition; Q9GZR1; Recombinant SENP6 catalytic domain, aminoluciferin luminescence; inhibition, % at 10 µM; 330,000 tested, 1.8% active; AID 2599;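 active = inhibition above about 50% at the single tested dose, limit read from the data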;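 note: plate controls were DMSO wells with enzyme for no effect and DMSO wells lacking enzyme for full effect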
APOBEC3G inh: blocks human APOBEC3G single-stranded DNA deamination; 330,000 tested, 0.28% active; AID 493012; inhibition, % at 20 µM; recombinant A3G, ssDNA deamination FAM/TAMRA fluorescence;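 active = inhibition of at least 40% at 20 µM, with no more than 30% in the related APOBEC3A deaminase screen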;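 note: plate controls were DMSO wells with A3G for no effect and wells lacking A3G enzyme for full effect; some compounds called inactive have numbers as strong as hits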
Target sequence (Q9HC16 whole entry, looked up): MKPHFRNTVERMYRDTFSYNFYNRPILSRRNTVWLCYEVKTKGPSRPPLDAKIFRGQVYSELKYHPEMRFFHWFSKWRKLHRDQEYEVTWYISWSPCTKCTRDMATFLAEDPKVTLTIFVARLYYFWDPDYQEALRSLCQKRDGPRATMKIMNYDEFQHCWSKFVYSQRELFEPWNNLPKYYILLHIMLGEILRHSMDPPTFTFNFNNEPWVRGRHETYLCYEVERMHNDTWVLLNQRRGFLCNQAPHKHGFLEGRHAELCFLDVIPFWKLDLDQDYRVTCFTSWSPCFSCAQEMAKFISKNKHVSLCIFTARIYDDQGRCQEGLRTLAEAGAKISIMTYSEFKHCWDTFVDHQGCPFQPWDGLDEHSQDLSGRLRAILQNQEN
* hit, by the source's call; ? = inconclusive. Compounds were not picked by outcome; about 3.6% have a hit in one of these screens.

SMILES | SENP1 FRET inh | SENP8 block-1 | Apaf1 inhib | SENP8 block-2 | UBC13 polyUb | SENP7 block | SENP6 inh | APOBEC3G inh
Cc1nc(C)c(-c2ccc(SCC(=O)Nc3ccc(C)c(Cl)c3)nn2)s1 | 0 | 5 | -5 | 1 | 5 | -12 | 10 | -1
CCOC(=O)C(C)(C)Sc1nc2c(cnn2-c2ccc(Cl)cc2)c(=O)[nH]1 | -1 | -2 | 22 | -4 | -13 | -17 | -8 | -7
CCCCOC(=O)C1CCCC(C(=O)OCCCC)N1 (configuration not stated) | 0 | 18 | -19 | -2 | 0 | -1 | 1 | -1
O=C(N/N=C/c1ccncc1)c1cc2ccccc2o1 | 2 | 0 | -3 | 5 | -8 | -1 | -8 | -2
COc1ccccc1CNc1cc(C)ccc1C | 2 | 7 | 3 | -8 | -6 | -15 | -21 | -9
CCC(C)(C)NC(=O)Cc1ccc(F)cc1 | 2 | 14 | 4 | 3 | 4 | 4 | 14 | -1
NC(=O)CC(NC(=O)Cc1cccc2ccccc12)c1ccc(N2CCC(N3CCCC3)CC2)c([N+](=O)[O-])c1 (configuration not stated) | -1 | 3 | 2 | -2 | -10 | 0 | 2 | 0
O=C(CSc1n[nH]c(=O)[nH]c1=O)c1ccc(Cl)cc1Cl | 1 | 8 | -5 | -7 | -6 | 0 | -10 | -7
S=C(NCCN1CCOCC1)N/N=C/c1cccs1 | -1 | 9 | 1 | -1 | -6 | 6 | 2 | -4
CSc1ccc(CCNC(=O)CCc2nnc3ccc(N4CCCCC4)nn23)cc1 | -1 | -15 | 7 | 5 | 8 | -4 | -3 | -7
COC(=O)CCC(=O)NC(=S)Nc1ccccc1F | 0 | 10 | 1 | -6 | -6 | -3 | 1 | -7
COCc1cc(C)[nH]c(=O)c1C#N | 0 | -440 | 10 | -6 | -2 | 16 | -16 | -3
COc1ccc(CNC(=O)[C@H](CCSC)NC(=O)N2CCn3c2nc2ccccc23)cc1 | 1 | 2 | 11 | -7 | 11 | 2 | -2 | -9
O=C(CCc1nc2ccccc2c(=O)[nH]1)Nc1nnc(SCc2ccc(Cl)cc2)s1 | -19 | -34 | 13 | 4 | -8 | -2 | -10 | 2
COc1ccc(CNC(=O)C/C(C)=N/NC(=O)Cc2ccc(OC)c(OC)c2)cc1 | -1 | 7 | -11 | -6 | 13 | -9 | -25 | -7
CC(=O)N(Cc1ccc(F)cc1)c1cccc(C)c1C | 0 | 7 | 2 | -1 | 9 | -5 | -6 | -7
COc1ccc(O)c(/C=N/N2CCCCC2)c1 | 1 | 26 | 3 | 77* | 0 | 83* | 80* | 2
Cc1cccc(S(=O)(=O)Nc2cccc3c2C(=O)c2ccccc2-3)c1 | 78 | 17 | 22 | -4 | -22 | -5 | 1 | -23
COc1ccc(NC(=O)C/C(C)=N/NC(=O)C2CCCCC2)c([N+](=O)[O-])c1 | 1 | 9 | 4 | 5 | 0 | -1 | -1 | -6
Cc1sc2nc(COC(=O)CNC(=O)c3ccc(C(C)(C)C)cc3)[nH]c(=O)c2c1C | 2 | -10 | 9 | -17 | -7 | -9 | -15 | -6

Reformatted with values under each structure: entries from further up
Values in the order – SENP1 FRET inh | SENP8 block-1 | Apaf1 inhib | SENP8 block-2 | UBC13 polyUb | SENP7 block | SENP6 inh | APOBEC3G inh
COC(=O)CCC(=O)NC(=S)Nc1ccccc1F
  0 | 10 | 1 | -6 | -6 | -3 | 1 | -7
Cc1cccc(S(=O)(=O)Nc2cccc3c2C(=O)c2ccccc2-3)c1
  78 | 17 | 22 | -4 | -22 | -5 | 1 | -23
O=C(CCc1nc2ccccc2c(=O)[nH]1)Nc1nnc(SCc2ccc(Cl)cc2)s1
  -19 | -34 | 13 | 4 | -8 | -2 | -10 | 2
COc1ccc(NC(=O)C/C(C)=N/NC(=O)C2CCCCC2)c([N+](=O)[O-])c1
  1 | 9 | 4 | 5 | 0 | -1 | -1 | -6
Cc1sc2nc(COC(=O)CNC(=O)c3ccc(C(C)(C)C)cc3)[nH]c(=O)c2c1C
  2 | -10 | 9 | -17 | -7 | -9 | -15 | -6

(listing goes on)
SMILES | SENP1 FRET inh | SENP8 block-1 | Apaf1 inhib | SENP8 block-2 | UBC13 polyUb | SENP7 block | SENP6 inh | APOBEC3G inh
CC1CCCCN1C(=O)CCn1c(=S)oc2ccccc21 (configuration not stated) | 1 | 4 | -6 | -2 | -2 | 4 | -10 | 2
Cc1nnc(SCC2=C(C(=O)O)N3C(=O)C(NC(=O)Cc4ccccc4)C3SC2)s1 (configuration not stated) | -6 | -23 | 2 | -6 | 6 | -3 | -8 | -6
Cc1ccc2nc(-c3ccc(NC(=O)CN4C(=O)NC(C)(c5ccc(OC(F)F)cc5)C4=O)cc3)sc2c1 (configuration not stated) | -3 | -449 | -13 | -2 | 9 | -2 | 17 | -8
Cc1ccc(CN(C(=O)c2sc3ccccc3c2Cl)C2CCS(=O)(=O)C2)cc1 (configuration not stated) | 0 | -1 | 28 | 3 | 4 | 15 | 4 | 2
CC1(C)Cc2ccccc2-c2nc(-c3ccccc3)oc(=O)c21 | 1 | 19 | 9 | 2 | -1 | 4 | -15 | 2
C=CCn1c(SCC(=O)NNC(=O)Nc2cccc(Cl)c2)nnc1-c1ccccc1 | 0 | 13 | 13 | -7 | 4 | -12 | -8 | 3
COc1ccc(CCC(=O)OCC(=O)N(C)c2c(N)n(Cc3ccccc3)c(=O)[nH]c2=O)cc1 | 1 | 10 | 2 | -4 | -3 | 1 | 4 | -2
CC(=O)Nc1ccc(S(=O)(=O)N2CCN(CCc3ccccc3)CC2)cc1 | 5 | 18 | -13 | -2 | 2 | -4 | 4 | -9
CC(=O)Nc1ccc(SCC(=O)c2cc(C)n(Cc3cccs3)c2C)cc1 | -3 | 10 | 2 | -4 | 5 | 2 | -11 | 0
ON=C1CCN(c2ncc(C(F)(F)F)cc2Cl)CC1 | 1 | -1 | -6 | -5 | 9 | 2 | -10 | -4
Cc1ccc(NC(=O)CCN2C(=O)OC(C)(C)C2(C)O)cc1 (configuration not stated) | -1 | 18 | -4 | 6 | -4 | 8 | -3 | -4
CN(C(=O)c1ccc(NC(=O)C2CC=CCC2C(=O)O)cc1)c1ccccc1 (configuration not stated) | 1 | 9 | 10 | 2 | -6 | 1 | 19 | -6
Cc1onc(NC(=O)NC(=O)c2c(F)cccc2Cl)c1Br | 0 | 14 | -4 | -6 | -9 | 11 | 8 | -6
Cc1ccc2[nH]c(=O)c(CN(Cc3ccc4c(c3)OCO4)Cc3nnnn3C3CCCC3)cc2c1 | 1 | -38 | 12 | -1 | 10 | -5 | -7 | -3
COc1cc(C2C(C#N)=C(N)Oc3cc(C)oc(=O)c32)cc2c1OCO2 (configuration not stated) | -17 | 18 | 18 | -6 | -11 | 0 | -1 | 1
CC1(C)CC(=O)C(CCC(=O)c2ccccc2)C(C)(C)N1 (configuration not stated) | 0 | 20 | 10 | -1 | -4 | -2 | 0 | -6
CC/C(=N\Nc1ccc([N+](=O)[O-])cc1)c1ccccc1 | -21 | -68 | 15 | 1 | -38 | 8 | -14 | -7
N#C/C(=C\c1ccc(-c2nc3ccccc3s2)o1)C(N)=O | -34 | -348 | 8 | 16 | -5 | 49 | 31 | -7
CC1CCc2nn(CC(=O)NC3CCCC3)cc2C1 (configuration not stated) | 2 | 4 | -19 | -7 | -5 | 9 | -23 | -7
COC(=O)C1CN(S(=O)(=O)c2ccc(C)cc2)CCN1S(=O)(=O)c1ccc(C)cc1 (configuration not stated) | 1 | 24 | 3 | -6 | 4 | 1 | -18 | -8
CC(=O)Nc1sc(C)c(C)c1C(=O)OCCOc1ccccc1 | 1 | -58 | 20 | 10 | 7 | 6 | -18 | -8
O=C(CCc1ccccc1)NNC(=S)NC(=O)c1ccccc1 | 0 | 10 | -13 | 4 | -32 | 0 | -18 | 22
COC(=O)CSc1nc(NC(C)C)nc(N2CCOCC2)n1 | 1 | 11 | -4 | 7 | ? | -4 | 1 | -2
S=c1[nH]nc(C2CCCCC2)n1/N=C/c1cccc(Br)c1 | 2 | 8 | 11 | 1 | -1 | 4 | -21 | 3
COc1cc(/C=C2\C(=O)ON=C2c2ccccc2)cc(Br)c1O | 12 | -2 | 7 | 8 | -79 | 1 | 11 | -6
O=C(Cc1ccc(O)cc1)N/N=C/c1cccnc1 | 2 | 8 | 6 | -17 | -5 | -14 | 0 | -7
Cc1nn(Cc2ccccc2)c(C)c1C(=O)NCCCN1CCCC1=O | 1 | 10 | 4 | 6 | -10 | 2 | 4 | 1
COc1ccc(OC)c(S(=O)(=O)NC(C)CCc2ccccc2)c1 (configuration not stated) | 1 | 18 | -1 | -2 | 12 | 1 | 10 | -2
Cc1ccc(C)c(Nc2c([N+](=O)[O-])c(=O)oc3ccccc23)c1 | 1 | 30 | -4 | -1 | 1 | -5 | -16 | 2
CC(C)(C)C(=O)OCC1OC(n2cnc(C(N)=O)n2)C(O)C1O (configuration not stated) | 1 | 4 | 5 | -2 | -1 | 6 | -51 | 5
COC(=O)c1cccc(NS(=O)(=O)c2ccc(OC)cc2)c1C | 2 | 11 | 3 | 0 | 1 | -3 | -10 | -1
CN1CC(=O)Nc2ccc(F)cc2C1=O | -2 | 33 | -1 | 1 | 5 | -1 | 27 | -6
N#Cc1ccccc1NC(=O)CN1CCN(Cc2ccccc2)CC1 | 0 | 18 | -42 | -3 | 6 | 9 | -17 | -8
CC(Oc1ccc(F)cc1)C(=O)Nc1ccc2ccccc2c1 (configuration not stated) | -1 | 3 | 14 | -2 | 5 | -1 | -5 | 0
CC(=O)c1ccc(NC(=S)NCc2ccc(Cl)cc2Cl)cc1 | 1 | 5 | 2 | -2 | 22 | 2 | -16 | -4
S=C(Nc1ccc(Cl)c(Cl)c1)N1CCOCC1 | 0 | 8 | -2 | 4 | 8 | 6 | 24 | -8
CCOC(=O)/C(O)=C(\C#N)c1nc2ccccc2[nH]1 | -36 | -223 | 8 | -3 | -12 | 8 | -18 | -6
Cn1c(=O)n(C)c2cc(NC(=O)c3ccccc3[N+](=O)[O-])c(Br)cc21 | 2 | 11 | 1 | -8 | -7 | -12 | -27 | -3
O=C(CSc1nccn1-c1ncc(C(F)(F)F)cc1Cl)c1ccc(Br)cc1 | 2 | 13 | 1 | -14 | 1 | -6 | 22 | -3
CCc1cc(=O)oc2c3c(cc(OCC(=O)NCc4cccnc4)c12)OC(C)(C)CC3 | 1 | -203 | -1 | 6 | 14 | -2 | 6 | -5
CCN1CCN(C(=S)Nc2ccc(C(C)=O)cc2)CC1 | 1 | 3 | -8 | 4 | -6 | 3 | 5 | -4
CN(CC(=O)Nc1ccc(C(N)=O)cc1)S(=O)(=O)c1ccc2c(c1)OCCO2 | 0 | 8 | -1 | 8 | 0 | 7 | 14 | 4
CCOC(=O)c1cnc2nc(N3CCOCC3)nn2c1N | 3 | -13 | -9 | -2 | 2 | 5 | 7 | -2
COc1ccc(CCNC(=O)Nc2cccc([N+](=O)[O-])c2)cc1 | 3 | 23 | 1 | -2 | -2 | -2 | -8 | -2
COc1ccc(CC(=O)Nc2ccc(-c3noc(-c4cc(OC)c(OC)c(OC)c4)n3)cc2)cc1 | 1 | -11 | -11 | 8 | 13 | -11 | -6 | -7
COCCn1c(SCC(=O)N2CCc3ccccc3C2)nc2cc(Cl)ccc2c1=O | 0 | 4 | 18 | -9 | -8 | -12 | -11 | -7
COc1ccc(OC)c(-c2cnc(OC(C)(C)C)nc2OC(C)(C)C)c1 | 1 | 11 | 17 | 0 | 6 | 6 | 7 | -1
CCCOC(=O)c1ccc(S(N)(=O)=O)o1 | 2 | 21 | -1 | -9 | -10 | 2 | -24 | -4
Cc1ccc(C2CC(c3cccs3)=NN2C(=O)CCl)cc1 (configuration not stated) | -22 | -180 | 16 | 7 | 8 | 6 | 27 | -8
